Source: PubChem
GRK2 inh – inhibitors of human GRK2 displacing RNA aptamer. P25098. bead flow cytometry, FAM-aptamer displacement from GRK2. inhibition of aptamer binding, % at 10 µM. 330,000 compounds, 0.59% hits;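 active = inhibition of aptamer binding above 40%, roughly 3 SD of noise, on plates passing a quality check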;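 note: median bead fluorescence of bound FAM aptamer so fluorescent compounds give negative values; no value below 0 was filed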
MCL1 BIM primary – MCL1-BIM-BH3 interaction inhibition (human); GST-MCL1 / FITC-Bim-BH3 fluorescence polarization; 320,000 compounds, 0.68% hits; inhibition, % at 10.9 µM;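 active = inhibition above the mean inhibition of all tested compounds plus 3 SD, set per campaign, cut at about 40% in these data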;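 note: 0% = DMSO wells and 100% = unlabeled Bim-BH3 peptide control; higher means more loss of mP so more displacement of Bim peptide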
Target sequence (Q07820 whole entry, looked up): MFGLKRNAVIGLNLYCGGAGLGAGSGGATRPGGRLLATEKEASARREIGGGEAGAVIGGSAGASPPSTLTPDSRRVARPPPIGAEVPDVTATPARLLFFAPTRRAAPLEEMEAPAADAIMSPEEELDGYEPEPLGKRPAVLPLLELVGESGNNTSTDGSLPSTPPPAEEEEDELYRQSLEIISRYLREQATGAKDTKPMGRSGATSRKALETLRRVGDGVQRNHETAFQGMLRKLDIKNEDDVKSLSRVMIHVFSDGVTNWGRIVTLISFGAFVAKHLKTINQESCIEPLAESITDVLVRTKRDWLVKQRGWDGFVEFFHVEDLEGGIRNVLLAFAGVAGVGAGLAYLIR
CIT2-GFP yeast – yeast TOR pathway CIT2-GFP modulation | GFP response vs DMSO, % at 10 µM | 320,000 compounds, 0.065% hits | S. cerevisiae CIT2-GFP strain, flow cytometry, 3 h; 100 means same as DMSO wells;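 active = GFP response relative to DMSO above a set limit, near the screen mean plus 3 SD, cut at about 150% in these data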;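 note: ratio of well median GFP fluorescence to mean of DMSO wells on the plate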
AGP1-GFP MLPCN – modulators of TOR pathway AGP1-GFP in S. cerevisiae | 320,000 compounds, 0.02% hits | AID 2066 | GFP response vs DMSO, % at 10 µM | S. cerevisiae AGP1-GFP multiplex flow cytometry, 3 h; GFP as percent of DMSO wells;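 active = GFP response relative to DMSO above a set limit, near screen average plus 3 SD, cut at about 150% in these data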;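 note: median GFP channel fluorescence of the gated AGP1 strain per well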
BCLXL inh – blocks human Bcl-xL binding to Bim BH3 peptide. GST-Bcl-xL / FITC-Bim BH3 peptide fluorescence polarization. 320,000 compounds, 0.7% hits. inhibition, % at 10.9 µM. Q07817;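 active = inhibition above the mean of all tested compounds plus 3 SD, cutoff set per campaign, cut at about 30% in these data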;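 note: 0% = DMSO wells and 100% = unlabeled Bim-BH3 peptide competitor; inhibitors lower millipolarization by displacing the labeled peptide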
MEX-5 binding – C. elegans MEX-5 TCR-2 RNA binding activity | activity score (negative = inhibition of binding), % at 10 µM | Q9XUB2 | MEX-5/FITC-TCR2 RNA binding, fluorescence polarization; hits give low values | 300,000 compounds, 0.38% hits;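 active = inhibition past about -25% in most replicates, and total fluorescence under double the plate's negative control median, limit read from the data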;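 note: 0% = DMSO and -100% = 5 µM competing unlabeled TCR2 RNA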
Target sequence (Q9XUB2 whole entry, looked up): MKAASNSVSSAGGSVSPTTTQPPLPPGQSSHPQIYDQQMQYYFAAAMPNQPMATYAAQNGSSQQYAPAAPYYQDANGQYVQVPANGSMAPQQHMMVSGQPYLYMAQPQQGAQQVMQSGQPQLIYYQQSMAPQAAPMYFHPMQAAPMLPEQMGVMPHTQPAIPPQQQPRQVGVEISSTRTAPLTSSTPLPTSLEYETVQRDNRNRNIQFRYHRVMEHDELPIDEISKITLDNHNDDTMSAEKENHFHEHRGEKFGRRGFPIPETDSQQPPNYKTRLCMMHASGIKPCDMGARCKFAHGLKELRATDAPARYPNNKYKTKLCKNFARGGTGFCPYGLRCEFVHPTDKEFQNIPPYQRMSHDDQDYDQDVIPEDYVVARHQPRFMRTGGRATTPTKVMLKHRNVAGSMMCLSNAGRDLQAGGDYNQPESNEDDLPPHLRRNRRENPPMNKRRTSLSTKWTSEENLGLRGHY
GLD-1 TGE inh – GLD-1-TGE RNA interaction inhibition (C. elegans) | purified GLD-1 + fluorescein TGE RNA, fluorescence polarization | Q17339 | inhibition, % at 5.96 µM | 320,000 compounds, 0.44% hits;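 active = percent inhibition above a per-plate cutoff, the plate mean of test compounds plus 3 SD, cut at about 30% in these data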;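 note: 0% = DMSO wells with GLD-1 and probe and 100% = wells lacking GLD-1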
VLA-4 inh – inhibition in a human VLA-4 binding assay; P13612; VLA-4 expressing cells, ligand binding flow cytometry; inhibition, % (about 7 µM as worked out from the volumes in the protocol); 330,000 compounds, 0.2% hits; in the data active = inhibition above about 50%
Fam108B inh – counter-screen for RBBP9 inhibitors: inhibitors of mouse Fam108B; 300,000 compounds, 0.33% hits; recombinant Fam108B, FP-Rh probe fluorescence polarization; inhibition, % at 9.51 µM;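 active = inhibition above the screen mean inhibition plus 3 SD, computed separately per campaign, cut at about 18% in these data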;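 note: inhibitors lower polarization as less probe binds the enzyme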
Active calls of the source: *; . = not tested or not shown.

cpd	smiles	GRK2 inh	MCL1 BIM primary	CIT2-GFP yeast	AGP1-GFP MLPCN	BCLXL inh	MEX-5 binding	GLD-1 TGE inh	VLA-4 inh	Fam108B inh
1	CCOC(=O)c1csc(NC(=O)c2ccc(S(=O)(=O)N(C)C)cc2)n1	0	1	95	92	3	1.3	0	-2	-4
2	Cc1ccc(C(=O)CC2(O)C(=O)N(CN3CCOCC3)c3ccccc32)cc1 (centres undefined)	3	2	103	108	2	2.4	-1	6	-4
3	CCOC(=O)C1=C(C)N(CCCC(=O)O)C(=O)NC1c1cccc(OC)c1 (centres undefined)	3	2	105	104	-1	-2.5	3	-1	0
4	CCOc1ccc(C2N(c3ccc(Cl)cc3)C(=O)C3CCCN32)cc1OC (centres undefined)	0	-3	116	104	-1	6.1	-4	-12	1
5	Cc1ccc(S(=O)(=O)NCCC(c2ccc(F)cc2)c2ccco2)cc1 (centres undefined)	2	3	95	110	4	0.5	6	8	0
6	C=CCc1cccc2cc(C(=O)NC(C)(C)C)c(=O)oc12	3	5	98	99	1	-1.0	10	14	-1
7	CCCCS(=O)(=O)NC1=NCN(CCOC(=O)c2ccccc2)CN1	0	-3	106	102	2	0.8	-1	-7	9
8	O=C(CSc1nnc(CNC(=O)c2ccco2)o1)Nc1ccc(OC(F)(F)F)cc1	0	-2	108	85	1	0.1	5	1	-2
9	CCN(CC(=O)Nc1ccc2c(c1)OCCO2)C(=O)CC1CCCC1	1	-6	95	98	3	-1.4	3	-8	7
10	CC(C)NC(=O)CSc1nc2ccccc2c(=O)n1CCCOC(C)C	2	3	104	105	0	-1.6	-1	25	3

(list continues)
cpd	smiles	GRK2 inh	MCL1 BIM primary	CIT2-GFP yeast	AGP1-GFP MLPCN	BCLXL inh	MEX-5 binding	GLD-1 TGE inh	VLA-4 inh	Fam108B inh
11	O=C(O)c1cccc(S(=O)(=O)Nc2ccc(-c3ccccc3)cc2)c1	3	.	94	97	.	.	6	6	.
12	Cc1ccc(NNC(=O)c2snnc2C)cc1Cl	0	4	98	102	7	-0.7	3	1	-3
13	COc1ccc(CCc2nc(-c3ccc(-n4cccc4)cc3)no2)cc1	0	0	103	102	1	-1.7	5	13	0
14	Cc1c(C(=O)N2CCN(Cc3ccccc3)CC2)oc2c1C(=O)CC(C)(C)C2	2	6	110	108	7	0.1	-2	-7	2
15	CC(C)N(Cc1cc2ccccc2[nH]c1=O)C(=O)C(C)(C)C	0	6	101	100	3	1.2	4	29	-2
16	COC(=O)c1ccc(-c2noc(CN(C)CCC3CCCCO3)n2)cc1 (centres undefined)	0	0	109	109	4	4.0	5	9	3
17	C/C(=N\NC(=O)c1ccccc1O)C1CC1	0	34	104	109	10	0.7	3	-12	3
18	CCOC(=O)C1=C(C)C(c2ccccc2)NC(=S)N1 (centres undefined)	0	-1	110	112	8	1.1	5	-8	2
19	Cc1cc(C)c(C)c(Cn2c(CO)nc3ccccc32)c1C	1	1	94	90	1	0.2	1	2	2
20	O=C(O)CCC(=O)NNC(=O)CCC(=O)Nc1ccccc1	1	6	103	102	4	-1.3	1	10	-3

Next part
cpd	smiles	GRK2 inh	MCL1 BIM primary	CIT2-GFP yeast	AGP1-GFP MLPCN	BCLXL inh	MEX-5 binding	GLD-1 TGE inh	VLA-4 inh	Fam108B inh
21	CC(=O)Nc1cccc(NC(=O)CSc2nnc3ccc(-c4ccccn4)nn23)c1	2	6	80	112	9	-1.8	9	-1	0
22	CCCn1c(N2CCN(CC(=O)c3c[nH]c4ccccc34)CC2)nc2c1c(=O)[nH]c(=O)n2C	3	-27	89	97	-15	0.9	-1	-6	-3
23	COCCN1C(=O)C(=O)/C(=C(/O)c2ccc(S(=O)(=O)N3CCCCC3)cc2)C1c1ccc(OC)cc1 (centres undefined)	1	1	92	88	2	1.5	-4	5	0
24	CCOC(=O)Cc1csc(SCC(=O)N2CCN(c3ccccc3)CC2)n1	1	.	106	104	.	.	3	-2	.
25	COc1ccc(CCNC(=O)CSc2nnc(CNC(=O)c3ccccc3F)o2)cc1OC	0	9	90	99	8	0.1	1	8	3
26	CC(C)c1ccc(/C=C(\NC(=O)c2ccccc2)C(=O)NCCCN2CCOCC2)cc1	0	4	111	110	-1	-0.5	-5	1	-1
27	O=C(Cc1c(O)c2ccccc2[nH]c1=O)N(Cc1ccccc1)Cc1ccccc1	0	-3	104	103	0	1.3	3	-5	1
28	CNc1nc2c(C)cccn2c(=O)c1C=Nc1ccc(OC)cc1	0	5	98	106	10	1.6	2	-7	0
29	COC(=O)c1cccc(NC(=O)CSc2nnc(C3CC3)n2C)c1	3	-1	92	78	2	2.8	-5	12	-6
30	Cc1cccc(NC(=O)COC(=O)c2nn(C)c(=O)c3ccccc23)c1C	1	.	82	94	.	.	4	1	.

Further compounds follow.
cpd	smiles	GRK2 inh	MCL1 BIM primary	CIT2-GFP yeast	AGP1-GFP MLPCN	BCLXL inh	MEX-5 binding	GLD-1 TGE inh	VLA-4 inh	Fam108B inh
31	CCN(CC(=O)Nc1ccc2c(c1)OCCO2)C(=O)c1ccccc1Br	2	.	88	92	.	.	3	14	.
32	CCc1ccc(OCC(=O)NC(=S)Nc2ccc(Br)c(C)n2)cc1	0	10	115	104	-1	0.8	-4	-6	-1
33	C=CCNC(=O)c1cc(C(=O)C(C)c2ncc(C(F)(F)F)cc2Cl)c[nH]1 (centres undefined)	0	0	91	100	3	-0.9	2	-5	-2
34	O=C(CSc1ncn[nH]1)Nc1ccc(Cl)c(S(=O)(=O)N2CCOCC2)c1	2	3	104	62	2	3.4	6	-3	2
35	Cc1ccc(NC(=O)c2nc[nH]c2C(=O)NCCN(CCNC(=O)c2[nH]cnc2C(=O)Nc2ccc(C)cc2)CCNC(=O)c2[nH]cnc2C(=O)Nc2ccc(C)cc2)cc1	1	.	85	89	.	.	9	-5	.
36	Cc1csc(NC(=O)[C@@H](NC(=O)c2ccccc2)C(C)C)n1	0	9	.	.	9	-1.0	-5	-16	1
37	O=C(Oc1ccccc1)N1CCOCC1	0	5	105	103	7	-2.4	6	14	5
38	CCOc1ccc2[nH]c(=O)c(CN(CC3COCCO3)C(=O)c3ccco3)cc2c1 (centres undefined)	0	0	103	107	3	1.2	-5	7	4
39	O=C(CN1CCN(S(=O)(=O)c2ccc(Cl)cc2)CC1)NC1CC1	0	4	93	94	6	2.6	-10	6	5
40	O=C(NNC(=O)c1cc(Cl)ccc1O)c1cccs1	0	15	109	106	3	-3.5	-4	23	2

(next part)
cpd	smiles	GRK2 inh	MCL1 BIM primary	CIT2-GFP yeast	AGP1-GFP MLPCN	BCLXL inh	MEX-5 binding	GLD-1 TGE inh	VLA-4 inh	Fam108B inh
41	C/C(=C\C(=O)c1ccc(Br)cc1)N1CCCCC1	0	-2	101	98	3	0.9	2	18	1
42	O=C1CC2(CCN(C(=O)c3ccc(F)c(F)c3)CC2)Oc2ccccc21	2	-4	107	101	4	0.5	2	-9	6
43	Fc1ccc(CNC(=S)Nc2ccc(Cl)cc2)cc1	2	9	97	102	7	2.1	4	5	-4
44	O=C(NC1CCCCC1)N1CCC(n2cnc3ccccc32)CC1	0	4	112	111	3	-0.6	-3	2	4
45	Cc1ccccc1-c1cc(C(=O)NCc2ccc3c(c2)OCO3)n(CC2CC(c3cccnc3)=NO2)n1 (centres undefined)	6	1	97	67	3	.	9	-6	.
46	Cc1cccc(NC(=O)CN2CCC(C(=O)c3ccc4c(c3)OCCO4)CC2)c1	1	1	104	102	1	2.0	10	10	0
47	CC(=O)c1ccc(Nc2ccc(-c3ccccc3C)nn2)cc1	0	-8	94	95	1	0.8	-1	10	-2
48	CCCCOc1cccc(-c2nnc(NC(=O)CSc3ccc(C)cc3)s2)c1	1	13	105	101	8	2.6	-2	-5	1
49	CCc1cc(=O)oc2cc(C)cc(OCC(=O)NC(Cc3ccc(Cl)cc3)C(=O)O)c12 (centres undefined)	5	0	106	107	8	0.7	5	-10	-1
50	CC(C)(C)N1C(=O)Cc2c1nc(N)c1c(N)nc(N3CCCCC3CO)c(C#N)c21 (centres undefined)	5	56*	106	104	30	-3.2	12	-3	40*

(next part)
cpd	smiles	GRK2 inh	MCL1 BIM primary	CIT2-GFP yeast	AGP1-GFP MLPCN	BCLXL inh	MEX-5 binding	GLD-1 TGE inh	VLA-4 inh	Fam108B inh
51	O=C(OCC(=O)N1CCOCC1)c1cc(=O)[nH]c2ccccc12	0	.	105	101	.	.	-4	7	.
52	COC(=O)C1=C(O)C2(C(=O)O)CC(C(=O)OC)=C(O)C(C(=O)O)(C1)C2	0	-6	105	105	-1	1.9	9	-10	-2
53	COc1ccc(N2CCN(C(=O)c3cc4c(=O)n(Cc5ccccc5)ccc4nc3C)CC2)cc1	0	-6	105	99	-3	1.1	-9	-3	4
54	COc1ccccc1N1CCN(c2cc(=O)n(-c3ccc(Br)cc3)c(=O)[nH]2)CC1	1	-5	108	108	0	.	1	-2	0
55	CCC(C)NC(=O)c1cn(CC)c2cc(N3CCN(C)CC3)c(F)cc2c1=O (centres undefined)	2	3	91	96	-5	1.8	-6	-1	-5
56	CCc1ccc2[nH]c(C(=O)N(C)c3ccc(F)cc3F)cc2c1	4	7	104	105	4	2.0	1	2	8
57	CN(C(=O)CC1C(=O)NCCN1Cc1cccc(C(F)(F)F)c1)C1CCOCC1 (centres undefined)	3	19	90	96	20	-3.9	8	8	-8
58	CS(=O)(=O)N(CC(=O)N1CCOCC1)Cc1ccccc1	3	3	90	98	1	-0.1	-8	9	4
59	O=C(CCC1CCN(Cc2ccc(Cl)cc2)CC1)NC1CC1	2	4	109	106	2	-0.1	0	1	2
60	CN(C)C(=O)c1nc(C#N)c(N(C)C)o1	0	0	104	107	1	-0.8	0	-4	2

(listing goes on)
cpd	smiles	GRK2 inh	MCL1 BIM primary	CIT2-GFP yeast	AGP1-GFP MLPCN	BCLXL inh	MEX-5 binding	GLD-1 TGE inh	VLA-4 inh	Fam108B inh
61	Cc1c(CC(=O)O)c(=O)oc2cc3occ(-c4ccc(F)cc4)c3cc12	3	-2	98	95	3	-0.7	3	9	-7
62	CCCCc1ncc(CN2CCC(CC3CCCCO3)(C(=O)OCC)CC2)[nH]1 (centres undefined)	1	4	102	102	-1	-0.1	-3	18	2
63	O=C(N/N=C/c1ccc(OC(=O)c2cccc(F)c2)cc1)c1cccnc1	0	-14	98	101	-8	-2.3	8	-23	-12
64	C[C@H](CO)N1C[C@H](C)[C@@H](CN(C)Cc2ccccc2)Oc2c(NC(=O)Cc3ccccc3)cccc2C1=O	0	.	89	93	.	.	-4	11	.
65	Cc1cccc(NC(=S)NCc2cccs2)c1C	0	11	99	99	3	2.0	-9	11	-1

This is a random part of the collection. About 2.2% of those tested had a hit in this group.
